aSyn yeast inh = inhibitors of alpha-synuclein toxicity in yeast. Potency, µM (doses to about 46.1 µM), for the others: top-dose growth rescue (activation), hits mostly activators. hit rate 0.14% among 370,000. Yeast expressing alpha-synuclein, growth rescue, BacTiter-Glo, 24 h; further: potency means the concentration at half of the fitted maximal effect; % of control where 0% means no effect; nearly all actives have a fitted effect of over 65% in size
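Rescue of yeast growth: cells expressing toxic alpha-synuclein, induced in galactose at OD600 0.02, incubated with compound 24 h at 30 C. ATP luminescence quantified growth; inhibitors of toxicity appear as activators.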
D3 antag = blocks the human D3 dopamine receptor; D3R cells, DiscoveRx beta-arrestin luminescence, antagonist mode; stronger effect = lower value; max response, negative = inhibition, %; hit rate 2.5% among 360,000; in the data active means max response below about -50%; inconclusive means no clear call, values can overlap the other calls; further: on the % scale 0 is the no-effect control and ±100 the full control effect; mostly tested at two doses, the higher about 12 µM
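Cells plated overnight at 1500 cells/well, then exposed to library compounds with dopamine controls for 90 minutes at 37 degrees C. DiscoveRx reagent added for 30–60 minutes at room temperature; luminescence read, quantitative HTS format.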
TDP43 rescue = TDP-43 toxicity inhibition in yeast; TDP-43 expressing yeast growth rescue, BacTiter-Glo, 24 h; Potency, µM (highest dose often 46.1 µM), for inactives: at the top dose growth rescue (activation), actives largely listed as activators; hit rate 1.8% among 410,000; AID 652104; further: potency means the concentration at half of the fitted maximal effect; % of control where 0% means no effect; nearly all actives have a fitted effect of over 50% in size
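Yeast expressing TDP-43 (pregrown in raffinose, seeded at OD600=0.02 in galactose medium) exposed to compounds 24 hr at 30 deg C. Growth read by BacTiter-Glo luminescence; rescue of toxicity appears as increased signal.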
FUS yeast rescue = FUS proteinopathy suppression in yeast; S. cerevisiae FUS-expressing, growth rescue, OD600, 24 h; Potency, µM (titrated, usually from 76.6 µM), without a hit: top-dose growth rescue (activation), most hits filed as activators; hit rate 0.24% among 390,000; AID 1347120;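 further: potency means the concentration at half of the fitted maximal effect; plate controls were DMSO vehicle for no effect and reference control for full effect; nearly all actives have a fitted effect of over 55% in size; some results filed as inactive show a strong effect at the top dose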
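Compound concentration series was pinned onto galactose-induced FUS-expressing yeast seeded at OD 0.005. Plates sat 24hr at 30C; absorbance at 600 nm gave growth. DMSO served as background control.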
D3 ag = D3 dopamine receptor (human) agonism. D3R DiscoveRx beta-arrestin cells, luminescence, 90 min. hit rate 0.58% among 410,000. P35462. max activation, %; in the data active means max activation above about 30%; further: 0% is about no effect; mostly tested at two doses, the higher about 12 µM
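Agonist-mode cell screen: cells plated at 1500/well and incubated overnight at 37 °C, then exposed to library compounds for 90 min at 37 °C. Detection reagent was added for 30–60 min at room temperature, and luminescence was read.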
Abeta yeast res = restores growth of yeast expressing A-beta42 peptide; yeast expressing A-beta42, growth rescue, OD600, 48 h; response scale: 0% DMSO, 100% iron-clioquinol control; Potency, µM (series often up to 46.1 µM), inactives show at the highest dose growth rescue, actives largely listed as activators; hit rate 0.063% among 410,000; AID 1347071; further: potency means the concentration at half of the fitted maximal effect; nearly all actives have a fitted effect of over 55% in size
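Growth rescue measured by 600 nm absorbance after 48 h yeast culture at 30 C with compound. Values normalized between DMSO and an equimolar ferric chloride plus clioquinol control.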
EPAC2 antagonist = EPAC2 (human) antagonism | Potency, µM (doses to about 114 µM), without a hit: at the top dose activity, negative = inhibition, most hits filed as inhibitors | AID 720708 | hit rate 0.18% among 360,000 | EPAC2 GEF exchange of Rap1B-BODIPY-GDP, fluorescence; further: potency means the concentration at half of the fitted maximal effect; on the % scale 0 is the no-effect control and ±100 the full control effect; nearly all actives have a fitted effect of over 45% in size; many of its hits are not listed in these tables
Target sequence (Q8WZA2 whole entry, looked up): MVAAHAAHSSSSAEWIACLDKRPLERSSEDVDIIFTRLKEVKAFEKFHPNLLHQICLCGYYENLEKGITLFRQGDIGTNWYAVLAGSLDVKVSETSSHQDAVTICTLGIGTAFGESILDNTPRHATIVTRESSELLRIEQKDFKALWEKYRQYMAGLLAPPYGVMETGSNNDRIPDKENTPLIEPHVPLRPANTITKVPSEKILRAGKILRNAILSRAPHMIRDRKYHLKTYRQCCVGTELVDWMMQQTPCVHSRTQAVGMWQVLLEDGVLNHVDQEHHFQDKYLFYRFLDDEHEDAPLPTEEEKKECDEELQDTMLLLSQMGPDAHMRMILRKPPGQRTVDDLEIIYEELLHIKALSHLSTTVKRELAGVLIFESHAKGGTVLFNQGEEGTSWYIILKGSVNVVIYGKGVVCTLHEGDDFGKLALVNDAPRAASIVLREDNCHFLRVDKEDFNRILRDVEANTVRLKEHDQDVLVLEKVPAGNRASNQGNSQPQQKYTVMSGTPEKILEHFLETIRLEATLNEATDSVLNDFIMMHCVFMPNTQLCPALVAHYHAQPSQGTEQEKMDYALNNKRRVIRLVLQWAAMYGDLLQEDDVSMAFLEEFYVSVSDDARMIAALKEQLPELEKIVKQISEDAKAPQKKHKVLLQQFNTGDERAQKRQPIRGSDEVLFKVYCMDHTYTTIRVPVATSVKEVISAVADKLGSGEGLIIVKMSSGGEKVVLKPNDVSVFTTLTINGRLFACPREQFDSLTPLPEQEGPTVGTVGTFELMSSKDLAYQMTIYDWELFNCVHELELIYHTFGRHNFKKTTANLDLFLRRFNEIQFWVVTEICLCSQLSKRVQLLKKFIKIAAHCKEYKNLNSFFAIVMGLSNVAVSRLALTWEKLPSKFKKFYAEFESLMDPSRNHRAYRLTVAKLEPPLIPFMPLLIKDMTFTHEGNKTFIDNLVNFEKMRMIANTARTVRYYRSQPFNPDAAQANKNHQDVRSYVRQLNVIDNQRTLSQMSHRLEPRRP
EPAC2 agonist = agonists of human EPAC2 (RAPGEF4). Q8WZA2. EPAC2 activation, biochemical qHTS; response scale: 100% = 6.5 mM cAMP response. Potency, µM (highest dose often 154 µM), for the others: at the top dose activation, usual class: activators. hit rate 0.079% among 360,000. AID 720711; further: potency means the concentration at half of the fitted maximal effect; nearly all actives have a fitted effect of over 50% in size
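Setup: EPAC2 100 nM, labeled Rap1B complex 250 nM, free GDP 50 uM. Compound titrations pinned in, brief spin, 5 min room temperature incubation. Kinetic fluorescence read over 30 min, normalized to 6.5 mM cAMP.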
* marks the source's active call; other numbers are inactive results; ? = inconclusive; · = no result given; & = joins results of further samples; [ ] = dose if it differs, or a comment. Unless noted, the call rests on the fitted dose curve; in most records, active means well fitted curve in the direction sought with a large enough effect; inconclusive means small, poorly fitted or top-dose-only effect, or another doubt; inactive means no such curve, though single readings can be large; an effect the other way counts as inactive or inconclusive. This is a subset, so the mix of outcomes need not match the whole.

SMILES	aSyn yeast inh	D3 antag	TDP43 rescue	FUS yeast rescue	D3 ag	Abeta yeast res	EPAC2 antagonist	EPAC2 agonist
CCCNC(=O)N1[C@H]2CC[C@@H]1C(C(=O)OC)=C(c1cc3ccccc3o1)C2	21%	-25	22%	7%	-11	-3%	-20%	1%
O=C(COC(=O)Cc1ccccc1)NNC(=O)c1ccc([N+](=O)[O-])cc1	-5%[1.84 µM]	-28	5%	19%	-6	5%	-6%	5%
Cc1cccc(NC(=O)Oc2ccc(Cl)c3cccnc23)c1	0%	-120*	?	19%	-30	-79%[inhibitor]	-11%	-1%
Nc1ccc(S(=O)(=O)N2CCCCC2c2cccnc2)cc1 (stereo not given)	0%	12	16%	-11%	5	-10%	-5%	3%
Cc1cc(N(CCCl)CCCl)ccc1C=NNC(=O)c1cccnc1	16%	-18	-1%	13%	-6	-32%[inhibitor]	-12%	13%
Cn1c(O)c(/C=C2/C=CC=N2)c(=O)[nH]c1=O	0%	27	-26%	11%	-13	-22%	0%	7%
O=C(COc1ccc(Br)cc1)Nc1ccc(Cl)cc1C(=O)c1ccccc1	·	·	12%	-9%	4	4%	·	·
O=C1C2CCCN2C(c2ccccc2)N1c1ccccn1 (stereo not given)	-15%	-30	3%	22%	-9	-8%	3%	-17%
C=C1C(C)C2C(Cc3ccccc3)NC(=O)C23C(OC(C)=O)C=CC(C)(O)CC(C)CC=CC3C1O (stereo not given)	13%	45	16%	·	17	-51%[inhibitor]	5%	2%
CCN1CCN(C(=O)COc2ccc3c(c2)C(=O)CC2(CCN(C(C)=O)CC2)O3)CC1	4%	-10	-2%	-28%	-2	-2%	-3%	-13%
S=C1NCCN1	-3%	18	-4%	-43%	22	-18%	5%	1%
CC(C)c1ccc(N2C(=O)NC(=O)/C(=C\c3cnc(-c4ccccc4)nc3)C2=O)cc1	-1%	-9	-1%	17%	-1	-11%	-6%	-12%
COC(=O)C1=C(c2cccc(C#N)c2)C[C@@H]2CC[C@H]1N2C(=O)NCc1cccc2ccccc12	-10%	4	2%	29%	10	3%	-5%	2%
CCOC(=O)CNC(=O)N1Cc2ccccc2-n2nncc2C1	3%	-2	0%	-31%	3	-6%	12%	11%
COc1ccc(CNCCc2ccc3c(c2)OCO3)cc1Br	-11%	-27	-3%	-30%	1	13%	4%	5%
CCOC(=O)C1(c2ccccc2)CCN(Cc2cccc(C(=O)O)c2)CC1	-4%	-13	-20%	12%	-7	11%	2%	5%
CC1=CC(=C2C(=O)NC(=O)NC2=O)C=C(C(F)(F)F)N1Cc1ccccc1	-5%	4	-10%[0.397 µM]	1%	1	-3%	-1%	3%
CCCOc1ccccc1OCC(=O)N1CCN(CC(=O)N2CCOCC2)CC1	-2%	0	6%	-38%	-4	1%	2%	7%
COC(=O)c1sc(NC(=O)/C=C/c2ccc(OC)c(OC)c2)c(C(=O)OC)c1C	·	·	?	-10%	5	5%	·	·
CCCC(=O)OCC[N+](C)(C)C	3%	10	?	-18%	15	15%	0%	-4%
CC(C)CC1C(C#N)=C(N)Oc2c1c(=O)oc1ccccc21 (stereo not given)	7%	-1	?	-14%	-2	2%	4%	-6%
CCOC(=O)c1nc2ccccc2c(=O)n1-c1ccc(C)cc1	30%	-16	17%	2%	5	-21%	3%	-4%
CC1CCCN(C(=O)CCl)C1 (stereo not given)	-1%	7	3%	-19%	-1	-16%	2%	-3%
CC(=O)OC1C2CCC1C(N1CCCC1)CC2 (stereo not given)	0%	-19	-3%	-9%	-2	-1%	-6%	12%
CCCn1c(C)c(C(=O)c2cccc3ccccc23)c2ccccc21	0%	5	?	6%	5	-7%	?	5%
CN1CCCC(C(O)(c2ccccc2)c2ccccc2)C1 (stereo not given)	-1%	1	14%	1%	0	11%	7%	4%
CCOP(=O)(OCC)C(NC(=O)c1ccc(Cl)cc1)=C(Cl)Cl	0%	11	-13%	-20%	-2	9%	-4%	13%
COC(=O)C1=C(c2cc3ccccc3s2)C[C@@H]2CC[C@H]1N2C(=O)N1CCCC1	-13%	0	-14%	16%	-7	-13%	-15%	13%
C=C(C)C(Cc1c(OC)ccc(C(=O)/C=C/c2ccc(O)cc2)c1O)OO (stereo not given)	-11%	0	-12%	3%	-10	-11%	?	12%
O=C1NC(=O)N(c2ccccc2)C(=O)/C1=C/c1ccc([N+](=O)[O-])s1	-12%	?	-88%[inhibitor]	34%	6	-92%[inhibitor]	-14%	-1%
COc1ccc(NC(=O)N2CCC3(CC2)OCCO3)cc1	-10%	-7	7%	-7%	-3	2%	5%	5%
O=[N+]([O-])c1ccc(C2[C@H]3C(c4ccccc4)=NC4(CCCCC4)N23)cc1 (stereo not given in full)	2%	-8	-7%	-20%	-1	11%	-5%	3%
CC(C)N1CCN(Cc2ccccc2C(F)(F)F)CC1CCO (stereo not given)	-2%	-53*	-7%[9.22 µM]	3%	-11	-16%	2%	6%
CCOc1ccccc1Oc1coc2cc(OC(=O)N(C)C)ccc2c1=O	-1%	-17	?	-17%	-1	-8%	0%	3%
CCCCC(CC)COC(=O)c1ccccc1C(=O)OCC(CC)CCCC (stereo not given)	0%	4	6%	-36%	-6&-9	1%	-7%	0%
COC(=O)C1=C(c2ccc(S(C)(=O)=O)cc2)C[C@@H]2CC[C@H]1N2C(=O)N1CCCC1	1%	-12	0%	-31%	-13	3%	-4%	-1%
CN1CCN(c2cn[nH]c(=O)c2Cl)CC1	1%	-14	-10%	1%	-13	-7%	17%	4%
N#Cc1cc2c(nc1SCC(=O)Nc1cc(Cl)ccc1Cl)C1CCN2CC1	9%	23	-10%	13%	3	5%	-4%	11%
COc1ccc(C(CC(C)=O)c2c(O)c3ccccc3oc2=O)cc1OC (stereo not given)	-2%	26	-6%	-1%	2	11%	-9%	18%
CCN1CCN(C(=O)COc2ccc(S(=O)(=O)Nc3ccc(Cl)cc3)cc2)CC1	-4%	1	13%	·	-1	-1%	-7%	-2%

Record cards, from the list above:
COC(=O)C1=C(c2ccc(S(C)(=O)=O)cc2)C[C@@H]2CC[C@H]1N2C(=O)N1CCCC1 is listed as aSyn yeast inh: 1%; D3 antag: -12; TDP43 rescue: 0%; FUS yeast rescue: -31%; D3 ag: -13; Abeta yeast res: 3%; EPAC2 antagonist: -4%; EPAC2 agonist: -1%
COc1ccc(C(CC(C)=O)c2c(O)c3ccccc3oc2=O)cc1OC (stereo not given) is listed as aSyn yeast inh: -2%; D3 antag: 26; TDP43 rescue: -6%; FUS yeast rescue: -1%; D3 ag: 2; Abeta yeast res: 11%; EPAC2 antagonist: -9%; EPAC2 agonist: 18%

(next part)
SMILES	aSyn yeast inh	D3 antag	TDP43 rescue	FUS yeast rescue	D3 ag	Abeta yeast res	EPAC2 antagonist	EPAC2 agonist
O=c1[nH]c(=O)n(Cc2ccco2)c(O)c1C=NCCN1CCOCC1	-9%	2	-9%	22%	1	3%	5%	2%
CCN(CC)C(=O)COc1cc(C)cc2oc(=O)c3c(c12)CCCC3	-13%	-8	-17%	34%	4	-11%	4%	6%
O=C1CC(=O)N(c2ccccc2)C(=O)N1	1%	7	12%	·	3	6%	0%	16%
O=[N+]([O-])c1cc(F)c(N2CCCCC2)cc1Br	7%	7	-4%	-5%	18	10%	-11%	7%
FC(F)(F)c1cccc(NC2=NCCS2)c1	0%	22	18%	-9%	4	-2%	-12%	4%
CCOP(=S)(OCC)c1ccc(N(C)C)cc1	1%	-21	-9%	?	-2	-15%	-3%	-2%
CC(C)N1CCOC(c2ccc(O)c(O)c2)C1 (stereo not given)	8%	19	23%	10%	95*	-17%	0%	3%
N#Cc1ccc(NC(=O)CN2C(=O)NC3(CCCC3)C2=O)cc1Cl	-1%	3	6%	-10%	-3	8%	5%	2%
O=C(O)c1ccccc1NC(=O)N1C[C@H]2C[C@@H](C1)c1cccc(=O)n1C2	6%	4	-1%	-1%	-11	-13%	-12%	7%
O=c1cccc2n1CC1CC2CN(Cc2c(Cl)cccc2Cl)C1 (stereo not given)	6%	12	-12%	28%	1	-2%	3%	-1%
Cc1ccc(Cn2cccc(C(=O)Nc3nnc(C)s3)c2=O)cc1	·	·	0%	2%	-10	-15%	·	·
Cc1cccc(-n2c(=S)[nH]c3ccccc3c2=O)n1	1%	0	-2%	-6%	-4	15%	7%	12%
CC(NC(=O)N1CC1(C)C)c1ccccc1 (stereo not given)	-8%	5	-2%	-21%	6	3%	3%	9%
COc1ccc(-[n+]2c(-c3ccccc3)cc(-c3ccc(C)cc3)cc2-c2ccccc2)cc1	-14%	9	-18%	17%	-4	-16%	1%	-5%
COC(=O)C1=C(c2cccc(OC)c2OC)C[C@@H]2CC[C@H]1N2C(=O)NCCNC(C)=O	1%	13	-4%	-9%	25	-12%	4%	6%
CCN(CC)S(=O)(=O)c1ccc(C(=O)NC2CN3CCC2CC3)cc1 (stereo not given)	3%	-1	7%	-10%	2	19%	-6%	8%
CC1C(c2cccs2)=[N+]([O-])C(C)(C(=O)c2ccc(Cl)cc2)N1O (stereo not given)	-1%	-24	-13%	6%	-7	-14%	10%	6%
CCOc1ccc(-c2cc(C)[n+](CCO)c(-c3ccc(OCC)cc3)c2)cc1	-1%	-1	-7%	-10%	5	-2%	-1%	-3%
Cc1ccc(-c2cc(-c3ccc(C)cc3)[n+](-c3ccccc3)c(-c3ccc(C)cc3)c2)cc1	-38%[inhibitor]	-25	-64%[inhibitor]	-8%	-24	-65%[inhibitor]	-9%	8%
Cc1ccc(N2C(=O)NC(=O)/C(=C\C=C\c3ccco3)C2=O)cc1C	6%	-59*	10%	32%	0	16%	6%	9%
O=C(c1cccnc1)c1cc2ccccc2[nH]1	14%	-12	9%	15%	-1	-2%	9%	-2%
O=C1NCCOC(=O)[C@@H](Cc2ccc(F)cc2)CC/C=C/C[C@H]1CC(=O)N(CCO)Cc1ccccc1	?	30	19%	28%	4	5%	-3%	0%
c1ccc(C(OCCN2CCNCC2)c2ccccc2)cc1	5%	-68*	4%	0%	-1	-3%	1%	3%
COc1cccc(-n2c(-c3ccoc3)nc3ccccc3c2=O)c1	-4%	-20	18%	0%	-7	-2%	-3%	9%
Cc1nc2cc(F)ccc2n1C1CCN(Cc2nnnn2CCc2ccccc2)CC1	-3%	-13	11%	-9%	-7	-10%	-1%	4%
COC(=O)C1=C(c2ccc(F)cc2OCc2ccccc2)C[C@@H]2CC[C@H]1N2C(=O)NC1CCN(Cc2ccccc2)CC1	1%	-108*	0%	20%	-8	18%	8%	17%
